mIAP activ – activators of mouse IAP, primary screen, biochemical, luminescence, uHTS. intestinal alkaline phosphatase [Mus musculus]. muIAP, CDP-Star luminescence, 30 min; stronger effect = higher value; 1 = vehicle-only enzyme signal, 0 = enzyme-free wells. activation factor at 10 µM. 330,000 compounds, 0.24% hits;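 active means activation factor of at least 2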; further: the source names both 10 and 20 µM as test concentration; values of inactives mirror those of a sister screen read the other way
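also added = chemiluminescent substrate CDP-Star | test system = mouse IAP enzyme | signal = chemiluminescence readout | compound = DMSO-dissolved test compounds | incubation = 30 min at room temperature | benchmarks = DMSO wells, no-enzyme wells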
Apaf-1 inh – inhibitors of human Apaf-1 apoptosome, primary screen, biochemical, DEVD-Rh110 fluorescence, uHTS. Apoptotic protease-activating factor 1 (Homo sapiens), O14727. reconstituted apoptosome caspase-3 activity. 330,000 compounds, 0.71% hits. AID 489030, 2010. inhibition, % at 20 µM; active means inhibition of at least 40% at 20 µM;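 further: plate controls were DMSO wells for no effect and DEVD-CHO caspase inhibitor wells for full effect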
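System: Apoptosome proteins | Medium: Hepes pH 7.5 with detergent and BSA | Also added: Cytochrome c trigger plus (Z-DEVD)2-Rh110 caspase-3 substrate | Incubation: 30 min compound preincubation, 50 min activation, room temperature | Detection: Rhodamine 110 fluorescence at Ex 480/Em 540 nm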
tim10-1 inh – growth inhibitors of tim10-1 mutant yeast, primary screen, luminescence, uHTS; S. cerevisiae tim10-1 ts strain growth, BacTiter-Glo, 24 h; inhibition, % at 20 µM; 330,000 compounds, 2.2% hits; AID 463190, 2010;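 active means inhibition of at least 40%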;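 further: mutant grown at 25 °C; 0% = DMSO wells with yeast and 100% = wells holding no yeast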
NLRP3 yeast inh – NALP3 inflammasome inhibitors in reconstituted yeast, primary screen, luminescence, uHTS; Yeast reconstituted NLRP3/ASC/caspase-1, beta-gal luminescence, 24 h; inhibition, % at 10 µM; 330,000 compounds, 0.39% hits;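 active means inhibition of 50% or more; inactive means inhibition below 50%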;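 further: plate controls were induced DMSO wells for no effect and uninduced yeast grown without galactose for full effect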
TIM10 inh – growth inhibitors of isogenic TIM10 control yeast, primary screen, counter-screen for tim10-1 yeast inhibitor project, luminescence, uHTS; S. cerevisiae TIM10 strain growth, BacTiter-Glo luminescence, 24 h; inhibition, % at 10 µM; 330,000 compounds, 1.4% hits;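 active means inhibition of 40% or more at the single tested concentration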;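 further: wild-type TIM10 isogenic control strain grown at permissive 25 °C; 0% = DMSO yeast wells and 100% = minimal medium wells without yeast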
hIAP activ – human IAP activators, primary screen, biochemical, luminescence, uHTS | Intestinal-type alkaline phosphatase (Homo sapiens), P09923 | AID 2524, 2010 | activation factor at 10 µM | 330,000 compounds, 0.16% hits | purified human IAP, CDP-Star luminescence, 30 min; stronger effect = higher value; 1 = vehicle-only enzyme, 0 = enzyme-free background;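 active means activation factor of the enzyme at least 2-fold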; further: the source names both 10 and 20 µM as test concentration; values of inactives mirror those of a sister screen read the other way
Target sequence (P09923 whole entry, looked up): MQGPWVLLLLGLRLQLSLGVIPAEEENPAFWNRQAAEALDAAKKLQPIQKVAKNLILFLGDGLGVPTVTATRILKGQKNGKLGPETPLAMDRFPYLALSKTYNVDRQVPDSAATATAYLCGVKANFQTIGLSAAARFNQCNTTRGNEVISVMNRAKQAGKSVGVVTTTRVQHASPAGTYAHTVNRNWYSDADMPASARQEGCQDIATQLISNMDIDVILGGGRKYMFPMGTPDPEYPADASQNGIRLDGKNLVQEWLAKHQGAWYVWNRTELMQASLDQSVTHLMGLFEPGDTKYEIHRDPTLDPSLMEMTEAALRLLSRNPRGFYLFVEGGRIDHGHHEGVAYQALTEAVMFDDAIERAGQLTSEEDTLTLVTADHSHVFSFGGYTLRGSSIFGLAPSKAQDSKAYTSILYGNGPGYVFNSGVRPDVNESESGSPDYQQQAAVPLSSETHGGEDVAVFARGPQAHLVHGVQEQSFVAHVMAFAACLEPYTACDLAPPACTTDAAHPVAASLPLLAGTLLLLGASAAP
hIAP block – human IAP inhibitors, primary screen, biochemical, luminescence, uHTS; 330,000 compounds, 0.12% hits; purified IAP, CDP-Star luminescence, 30 min; inhibition, % at 10 µM;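 active means inhibition reaching a set limit with compound at 10 µM in the primary screen, cut at about 35% in these data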;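 further: plate controls were DMSO wells with enzyme for no effect and no-enzyme buffer wells for full effect; values of inactives mirror those of a sister screen read the other way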
ATG4B inh – ATG4B protease inhibitors, primary screen, biochemical, fluorescence, uHTS | 340,000 compounds, 0.51% hits | Cysteine protease ATG4B (Homo sapiens), Q9Y4P1 | inhibition, % at 8.33 µM | ATG4B cleavage of LC3-PLA2, NBD-HPC fluorescence, 1 h | AID 504462, 2011; in the data active means inhibition above about 40%
Target sequence (Q9Y4P1 whole entry, looked up): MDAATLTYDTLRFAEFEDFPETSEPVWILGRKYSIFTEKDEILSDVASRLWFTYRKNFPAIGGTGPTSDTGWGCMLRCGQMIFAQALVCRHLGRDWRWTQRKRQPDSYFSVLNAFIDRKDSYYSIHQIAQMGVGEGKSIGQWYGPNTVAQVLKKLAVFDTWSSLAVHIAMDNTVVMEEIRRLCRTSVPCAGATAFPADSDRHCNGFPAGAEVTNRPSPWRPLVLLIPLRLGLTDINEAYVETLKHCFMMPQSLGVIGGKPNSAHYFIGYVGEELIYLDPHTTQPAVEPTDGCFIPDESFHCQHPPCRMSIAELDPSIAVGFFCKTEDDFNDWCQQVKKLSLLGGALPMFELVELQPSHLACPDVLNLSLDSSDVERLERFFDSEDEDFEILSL
mIAP block – inhibitors of mouse IAP, primary screen, biochemical, luminescence, uHTS. 330,000 compounds, 0.2% hits. inhibition, % at 10 µM. intestinal alkaline phosphatase [Mus musculus]. purified mouse IAP, CDP-Star luminescence, 30 min;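 active means inhibition of at least 40% at 10 µM in the primary screen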;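 further: plate controls were DMSO with enzyme for no effect and no enzyme wells for full effect; values of inactives mirror those of a sister screen read the other way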
Active calls of the source: *.

Fields – mIAP activ, Apaf-1 inh, tim10-1 inh, NLRP3 yeast inh, TIM10 inh, hIAP activ, hIAP block, ATG4B inh, mIAP block
1: CCCCC/C=N\NC(=O)Cc1ccc([N+](=O)[O-])cc1
    1, -6, 11, 17, 20, 0.96, 4, -3, -4
2: CCn1c(SCC(=O)c2cccs2)nnc1-c1cccs1
    1.1, -8, 14, 9, 24, 0.97, 3, 0, -14
3: CCN(CC(=O)Nc1cccc(S(=O)(=O)N2CCOCC2)c1)Cc1ccccc1
    1.1, 15, 20, 12, 6, 0.94, 6, -2, -8
4: CC1CCN(c2ccc(-c3cccc(NC(=O)C(F)(F)F)c3)nn2)CC1
    0.87, 7, 37, 19, 7, 0.99, 1, -2, 13
5: CC(C)(C)c1nnc(NC(=O)C2CC(=O)N(CCc3ccc(F)cc3)C2)s1 (centres undefined)
    1.1, 5, -5, 3, -5, 1.3, -28, -14, -6
6: COc1ccccc1N1CCN(C(=O)CCNS(=O)(=O)c2ccc(Br)s2)CC1
    1, 6, 3, 14, 13, 1.2, -25, -1, -3
7: Cc1nc2ccc(NC(=O)c3ccc4ccccc4n3)cc2s1
    0.96, 8, 11, 15, -6, 0.87, 13, -3, 4
8: Cc1ccc(C(=O)c2coc3ccc(O)c(Cl)c23)cc1
    0.95, 7, 2, 37, 3, 0.85, 15, -5, 5
9: O=C(CN1CCCCCC1)Nc1cccc(NC(=O)CN2CCCCCC2)c1
    1.1, 1, 2, 11, 3, 1.4, -36, 5, -6
10: CCOC(=O)C1=C(C)Nc2ccccc2N=C1NC(=O)Cc1ccc(Br)cc1
    0.91, 5, -1, 13, 3, 1, 0, 3, 9
11: COc1ccc(C)cc1S(=O)(=O)N1CCN(Cc2ccccc2)CC1
    1, 1, 32, 6, 8, 0.96, 4, -3, 0
12: COCCN(C(=O)c1ccco1)c1nnc(-c2ccc(OC)cc2)s1
    0.98, 11, 18, 23, 17, 1, -3, -16, 2
13: c1ccc(CC2CCN(C(c3cccs3)c3nnnn3C3CCCC3)CC2)cc1 (centres undefined)
    1.1, -10, 10, 17, 13, 0.97, 3, -1, -13
14: Cc1ccnc(NS(=O)(=O)c2ccc(NC(=O)C3CCCCC3C(=O)O)cc2)n1 (centres undefined)
    0.97, 4, -2, 12, -14, 1, -4, 6, 3
15: CC(NC(=O)c1cc(-c2ccc3c(c2)OCO3)nc2ccccc12)C(C)(C)C (centres undefined)
    0.9, -9, 16, 17, 12, 1.1, -9, -7, 10
16: COc1ccc(NS(=O)(=O)c2ccc(N3CCN(CCO)CC3)c([N+](=O)[O-])c2)cc1
    1, 9, -7, 18, -3, 1.1, -14, -7, -4
17: Cc1ccc(NC(=O)CCN2C(=O)c3ccccc3Sc3ncccc32)cc1
    1, 4, 37, 3, 14, 0.99, 1, 1, -2
18: Cc1n[nH]c(=O)n1-c1cccc(C(F)(F)F)c1
    1, 7, 1, 14, 8, 0.99, 1, 9, -3
19: O=C(O)c1ccc(Cl)c(NC(=O)C2CCCN2S(=O)(=O)c2cccc3nsnc23)c1 (centres undefined)
    1, -8, 3, 15, -5, 1, -2, 1, -2
20: O=c1[nH]cccc1-c1nc2ccccc2n1Cc1ccccc1F
    1, -2, 9, 15, -6, 1.2, -24, -4, -4
21: CCn1nc(C(=O)OCC(=O)NCC(C)C)c2ccccc2c1=O
    0.94, -12, 0, 8, -5, 1.1, -5, 2, 6
22: CCCCOc1ccccc1C(=O)N(Cc1ccc(C)o1)C1CCS(=O)(=O)C1 (centres undefined)
    1, 7, 12, 5, 1, 1.4, -43, 1, 0
23: O=c1ccc(Oc2nc(N3CCOCC3)nc(N3CCOCC3)n2)nn1-c1ccccc1
    0.98, -5, 9, 13, 2, 0.91, 9, -23, 2
24: COc1ccccc1CN(C)C(=O)c1cc(-c2cccs2)nc2ccccc12
    0.93, 22, 30, 2, 6, 0.73, 26, -6, 7
25: Cc1ccccc1NC(=O)CSc1ccc(-c2ccccn2)nn1
    0.93, -1, -6, 17, 8, 1.1, -10, -7, 7
26: O=C(NCc1ccccc1)C1=C[C@@H](c2ccc(C(F)(F)F)cc2)C[C@@H](OCCCCO)O1
    0.91, 19, 31, 5, 14, 0.92, 8, 12, 9
27: O=C1COc2ccc(C(=O)COC(=O)c3ccccn3)cc2N1
    1.1, 7, -18, 6, 1, 0.9, 10, -1, -6
28: O=C1C=C(c2ccccc2)C[C@@H](c2ccc3c(c2)OCO3)C1
    1, 10, -1, 22, 9, 0.81, 19, 0, -1
29: Cn1c(COc2cccc3ccccc23)nnc1SCC(=O)OC1CCCCC1
    1.2, 5, -19, 9, -7, 1, 0, -7, -15
30: CC1=NN(c2nc(-c3ccc(C)cc3)cs2)C(=O)C1N=Nc1cccc(C)c1 (centres undefined)
    0.9, -8, 7, 11, 1, 0.99, 1, 4, 10
31: C#CCn1c(=NC(=O)c2ccco2)sc2cccc(Cl)c21
    1, -3, -12, 13, -35, 1.1, -12, 6, -2
32: CCCN(CCC)CCNC(=O)C1c2ccccc2C(=O)N(CCOC)C1c1ccc(F)cc1 (centres undefined)
    1.1, 2, 9, 9, 8, 0.95, 5, -17, -5
33: Cc1csc(NC(=O)c2nn(C)c(C)c2[N+](=O)[O-])n1
    1, -1, -5, 2, -19, 0.95, 5, 3, -3
34: COc1cc2cc(CN(CCO)C(=O)c3cccs3)c(=O)[nH]c2cc1OC
    1, -5, -3, 10, -5, 0.98, 2, -2, -3
35: COc1ccc(N(C(=O)c2snc(C(N)=O)c2N)C(C(=O)NC2CCCC2)c2cccs2)c(OC)c1 (centres undefined)
    0.92, 21, 7, 14, 18, 0.98, 2, 14, 8
36: NC(=O)c1ccc(NC(=O)CCCc2nc(-c3ccccc3Cl)no2)cc1
    1.1, 0, 10, -5, 4, 0.94, 6, 6, -5
37: CN(CCO)c1ncnc2nc[nH]c12
    0.98, 0, -5, 13, 16, 1, -3, -4, 2
38: CCN1CCCC1CNC(=O)c1ccc2c(=O)n(CCOC)c(=O)[nH]c2c1 (centres undefined)
    1, 6, 10, 21, -10, 0.96, 4, -10, -4
39: Cc1ccc(CN2CCN(C(=O)CC(C)C)CC2)cc1
    1.1, 5, -18, 16, -9, 0.96, 4, 4, -10
40: O=C(Nc1cccc(F)c1)c1coc(=O)c(Br)c1
    0.78, -11, 19, 20, 8, 1.1, -8, -2, 22
41: COc1cc2c(cc1OC)CN(CC(=O)Nc1ccccc1C#N)CC2
    1, 5, 7, 10, 7, 0.7, 30, -3, -2
42: COc1ccc(-c2noc(C)c2-c2ccc3ccccc3n2)c(O)c1
    1, 15, 31, 12, 7, 1.1, -6, 7, -1
43: CN(c1ccccc1)S(=O)(=O)c1ccc(NC(=O)c2ccco2)cc1
    1, 6, 33, 13, 28, 1, -4, -2, 0
44: O=C(Nc1ccc(Cl)cn1)C1CC1
    1.1, -3, 2, 16, 6, 1, -4, 2, -5
45: CCOC(=O)C1(CCCc2ccccc2)CCN(S(C)(=O)=O)CC1
    0.73, 3, 14, 24, -7, 1.3, -26, 16, 27
46: CCCc1cc(-c2n[nH]c(=S)n2-c2cccc(C)c2)cs1
    0.92, 18, 46*, 18, 28, 1.1, -8, 1, 8
47: CCn1c(SCC(=O)c2c(N)n(C3CC3)c(=O)[nH]c2=O)nc2cc(S(N)(=O)=O)ccc21
    0.94, -4, 5, 6, -12, 1, -4, -4, 6
48: Cc1cc(Cc2cc(C)c(N)cc2C)c(C)cc1N
    1, -10, 17, 28, 11, 1, 0, -38, -1
49: CCOC(=O)c1sc2nccc(OC)c2c1N=CNOC
    0.98, 5, 2, 12, -9, 1.2, -21, 3, 2
50: Cc1nc(SCC(=O)NCCc2ccccc2)c2c(=O)n(C)c(=O)n(C)c2n1
    0.96, -3, 15, 6, 12, 0.85, 15, 12, 4
51: O=C(CCCCCNC(=O)N1CCn2c1nc1ccccc12)N[C@@H](Cc1ccccc1)C(=O)O
    0.99, -3, 9, 10, 2, 0.86, 14, -12, 1
52: O=C(Nc1cnccn1)Nc1ccc(Cl)cc1Cl
    1.1, -2, 23, 1, 15, 1, -4, 4, -11
53: COc1ccc(/C=C/c2c(-c3ccc(OC)cc3)sc3cc(OC)c(OC)cc23)cc1
    1, -12, 6, -4, 6, 0.82, 18, 3, -2
54: CC(=Nc1ccccc1)C1=C(O)COC1=O
    0.97, -24, 1, -7, 0, 1.1, -10, -8, 3
55: O=C(c1cccc(C(F)(F)F)c1)C1CCCN(C(=O)c2cc(C3CC3)[nH]n2)C1 (centres undefined)
    0.93, -3, 22, 4, 21, 1.2, -18, 27, 7
56: O=C(NC1CCN(C(=O)NC2CCCCC2)CC1)c1cccc(F)c1
    1, -8, 9, 5, 3, 1.1, -15, -2, -3
57: Cc1cc(-n2c(C)cc(C(=S)N3CCOCC3)c2C)ccc1Br
    0.94, 10, 18, 8, 32, 0.95, 5, -3, 6
58: COc1ccc(NS(=O)(=O)c2ccc3ccccc3c2)c2ncccc12
    0.91, 16, 25, 22, 12, 1.1, -11, -3, 10
59: CC(/C=C1\SC(=S)N(NC(=O)c2ccc(O)cc2)C1=O)=C\c1ccccc1
    0.79, 9, 30, 8, 25, 0.86, 14, 8, 21
60: Cc1cc(O)cc(O[C@H]2OC(CO)[C@H](O)[C@@H](O)[C@H]2O)c1 (some centres undefined)
    1.2, 6, 2, 3, -1, 1.2, -17, -5, -16
61: COc1ccc(C2=C(CN(C)C)C(c3ccccc3)c3ccccc3O2)cc1 (centres undefined)
    1, 17, 23, 36, 27, 1.1, -3, -5, 2

From PubChem BioAssay

Random draw from the library. Share with any hit: about 4.5%.
